# From PubChem BioAssay
# MITF inh – inhibitors of human MITF. O75030. AlphaScreen MITF homodimerization, bead proximity signal. inhibition, % at 2.6 µM. 650,000 compounds, 0.91% hits. AID 1259374; in the data active means inhibition above about 50%;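 further: 0% = vehicle wells with protein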
# GPR151 activ – human GPR151 activation; Q8TDV0; PathHunter beta-arrestin GPR151 cells, luminescence; activation, % at 11.2 µM; 650,000 compounds, 1% hits; in the data active means activation above about 4.9%;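 further: 0% = median of compound wells and 100% = cells with positive control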
# Target sequence (Q8TDV0 whole entry, looked up): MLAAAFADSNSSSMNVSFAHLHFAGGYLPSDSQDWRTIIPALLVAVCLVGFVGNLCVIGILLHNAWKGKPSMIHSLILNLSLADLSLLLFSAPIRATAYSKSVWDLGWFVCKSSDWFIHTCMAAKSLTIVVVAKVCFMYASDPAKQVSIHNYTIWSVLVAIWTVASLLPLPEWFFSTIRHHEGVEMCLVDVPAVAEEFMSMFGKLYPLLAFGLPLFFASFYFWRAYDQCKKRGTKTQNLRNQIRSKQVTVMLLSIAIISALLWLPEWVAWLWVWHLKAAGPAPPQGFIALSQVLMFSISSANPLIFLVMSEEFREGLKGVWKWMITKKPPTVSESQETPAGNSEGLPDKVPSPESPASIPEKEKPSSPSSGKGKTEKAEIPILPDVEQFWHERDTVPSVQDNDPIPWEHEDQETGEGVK
# FBW7 activator – human FBW7 E3 ligase activation, primary screen | Q969H0 | AlphaScreen FBW7–phospho-cyclin E peptide binding, activator screen | normalized activity (activation), % at 26.1 µM | 650,000 compounds, 0.13% hits | AID 1259310; in the data active means normalized activity above about 1.9%;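 further: purified mutant Fbw7 with reduced substrate affinity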
# Target sequence (Q969H0 whole entry, looked up): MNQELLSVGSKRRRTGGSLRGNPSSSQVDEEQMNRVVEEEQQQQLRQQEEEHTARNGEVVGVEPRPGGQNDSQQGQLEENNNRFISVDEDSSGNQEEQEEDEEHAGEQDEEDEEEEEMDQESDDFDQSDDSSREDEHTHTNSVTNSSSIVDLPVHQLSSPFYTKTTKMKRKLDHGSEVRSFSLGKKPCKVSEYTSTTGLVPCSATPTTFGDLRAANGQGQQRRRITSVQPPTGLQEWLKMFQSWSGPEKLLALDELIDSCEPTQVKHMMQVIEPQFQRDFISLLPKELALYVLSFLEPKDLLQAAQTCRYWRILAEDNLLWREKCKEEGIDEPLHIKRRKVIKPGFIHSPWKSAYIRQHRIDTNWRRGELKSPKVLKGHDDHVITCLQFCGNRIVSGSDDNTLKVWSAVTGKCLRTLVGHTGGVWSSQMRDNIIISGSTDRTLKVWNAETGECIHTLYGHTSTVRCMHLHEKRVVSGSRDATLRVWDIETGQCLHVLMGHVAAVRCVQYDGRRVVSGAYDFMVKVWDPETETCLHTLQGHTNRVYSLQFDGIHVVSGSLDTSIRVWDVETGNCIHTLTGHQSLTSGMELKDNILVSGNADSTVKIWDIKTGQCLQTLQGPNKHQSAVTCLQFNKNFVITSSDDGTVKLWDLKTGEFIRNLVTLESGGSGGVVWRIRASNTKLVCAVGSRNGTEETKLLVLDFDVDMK
# TEAD-YAP inh – TEAD-YAP interaction inhibition | HEK-TIYL cells, TEAD-Gal4/YAP UAS-luciferase luminescence | inhibition, % at 9.12 µM | 640,000 compounds, 1.4% hits; in the data active means inhibition above about 32%;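 further: 0% = median of test compound wells and 100% = reference inhibitor wells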
# * = called active by the depositor.
1. CCC1CCc2c(sc(NC(=O)COc3ccc(Cl)cc3Cl)c2C(=O)OC)C1 (stereo not drawn)
2. O=C(CN1C(=O)C2CC=CCC2C1=O)NCC(=O)Nc1ccc(F)c(F)c1F (stereo not drawn)
3. CC(=O)c1ccc(/C=C/C(=O)Nc2ccccc2)o1
4. COc1ccc(Cl)cc1NC(=S)NNC(=O)C1(C)CC1(Cl)Cl (stereo not drawn)
5. O=C(Nc1cc(-c2nc3ccccc3s2)ccc1Cl)c1ccco1
6. Cc1cc(C(=O)N(Cc2cccnc2)c2nc3ccc(F)cc3s2)on1
7. O=C(NCc1cccs1)c1cc(-c2ccccn2)nc2ccccc12
8. COc1ccc(-c2c(C(F)(F)F)oc3cc(OC(=O)c4cccs4)ccc3c2=O)cc1OC
compound no. | 1 | 2 | 3 | 4 | 5 | 6 | 7 | 8
MITF inh | -5.3 | 3.5 | 9.5 | 18.4 | -5.0 | -0.8 | 1.3 | -4.2
GPR151 activ | 0.8 | 1.8 | -1.0 | 1.9 | 0.0 | -2.1 | -0.3 | -1.1
FBW7 activator | 0.0 | -0.1 | -0.1 | 0.1 | -0.1 | 0.1 | -0.1 | -0.1
TEAD-YAP inh | -8.5 | -0.2 | -54.6 | 6.7 | -31.6 | -46.6 | 7.5 | 2.0

9. CC(C)c1ccc(-c2ccc(C#N)cc2)nc1
10. CCc1ccc2oc(-c3ccc(NC(=O)COc4ccc(C)cc4C)cc3)nc2c1
11. CCOC(=O)c1cnc2ccc(C)cc2c1Nc1ccc(OC)cc1OC
12. CN1C(=O)C(=Cc2cccn2-c2ccccc2)C(=O)N(C)C1=O
13. O=C(NCCc1ccccc1)C1CC12CCN(C(=O)CSc1ccccc1)CC2 (stereo not drawn)
14. COc1ccc2nc(SCC(=O)Nc3ccc4c(c3)OCCO4)c(C#N)cc2c1
15. O=C(Nc1ccc(Br)cn1)c1ccc(N2CCCCC2)c([N+](=O)[O-])c1
16. Cc1nc(-c2cccnc2)sc1CCNS(=O)(=O)c1ccc(Cl)s1
compound no. | 9 | 10 | 11 | 12 | 13 | 14 | 15 | 16
MITF inh | 8.2 | -8.6 | 7.5 | -26.8 | 6.2 | -0.9 | -3.9 | -2.8
GPR151 activ | -0.5 | -0.2 | 2.5 | 3.5 | 0.6 | 0.6 | 6.5* | 1.9
FBW7 activator | 0.3 | 0.0 | -0.3 | 0.0 | -0.1 | 0.0 | -0.1 | -0.3
TEAD-YAP inh | -21.9 | -6.2 | 3.5 | -11.0 | -7.5 | 7.0 | -59.1 | -5.3

17. COCCNC(=S)N1CCCN(c2nc3cc(C)ccc3cc2C#N)CC1
18. CC1=CC(=O)C(C(=O)/C=C/c2c(C)nn(-c3ccccc3)c2Cl)C(=O)O1 (stereo not drawn)
19. CC(=O)Nc1ccc(N2C(=O)c3cccc(Cl)c3C2=O)cc1
20. CCCC1CCC(c2ccc(C(=O)NNC(=O)c3ccc(Br)cc3)cc2)CC1 (stereo not drawn)
21. CCOc1ccc2nc(SCCC(=O)Nc3ccc(OC)cc3)sc2c1
22. COc1cccc(CN2CCC3(CCC(CNC(=O)c4ccccc4)O3)CC2)c1 (stereo not drawn)
23. c1ccc(NC(c2ccccc2)c2ccncc2)cc1 (stereo not drawn)
24. COc1cc(C(=O)Nc2nnc(C(C)C)s2)c(Br)c(OC)c1OC
compound no. | 17 | 18 | 19 | 20 | 21 | 22 | 23 | 24
MITF inh | 1.7 | -3.0 | 0.1 | 1.6 | 0.6 | 2.9 | 6.5 | -9.0
GPR151 activ | -0.2 | 1.8 | 0.6 | 0.6 | 2.9 | -0.1 | 0.9 | 0.7
FBW7 activator | 0.0 | -0.4 | -0.1 | 0.1 | 0.0 | 0.0 | -0.1 | -0.2
TEAD-YAP inh | -3.4 | -13.9 | 0.6 | -2.2 | 27.6 | 12.6 | 12.4 | -7.0

25. COc1cccc(C2CC(c3ccc(OC)cc3OC)n3ncnc3N2)c1 (stereo not drawn)
26. CCOc1ccccc1NC(=O)c1cc([N+](=O)[O-])ccc1N1CCN(Cc2ccccc2)CC1
27. CC(=O)Nc1cnn(-c2ccc(C(=O)NCC3(c4ccccc4)CCCCC3)cc2)c1
28. O=C(CNCc1cccnc1)Nc1ccc(C(=O)N2CCCCC2)cc1
29. O=C(NC1CCCCC1)N1CCCC(N2CCN(c3ccccc3)CC2)C1 (stereo not drawn)
30. COc1ccc2nc(Nc3nc(C)c(C)c(C)n3)nc(C)c2c1
31. O=C1NC2(CCCCC2)N(C(=O)c2ccccc2Cl)C2=C1CCCC2
32. O=C(CCSc1c(Cl)cccc1[N+](=O)[O-])N1CCOCC1
compound no. | 25 | 26 | 27 | 28 | 29 | 30 | 31 | 32
MITF inh | 22.7 | 18.4 | -4.3 | 93.3* | 6.7 | 20.4 | 14.2 | 10.3
GPR151 activ | -0.4 | -0.4 | 0.3 | -0.7 | 3.2 | 0.6 | 1.1 | 0.1
FBW7 activator | 0.2 | 0.0 | -0.2 | -0.1 | -0.1 | 1.2 | 0.1 | 0.1
TEAD-YAP inh | 9.8 | -16.8 | -0.2 | -4.7 | 7.0 | -13.9 | -6.1 | -1.8

33. COc1cc(C(=O)n2ccc([N+](=O)[O-])n2)cc(OC)c1OC
34. CCOC(=O)CCC(=O)Nc1cc(-c2ccc(C)cc2)[nH]n1
35. COCCCNC(=O)Cn1cc(/C=C(\C#N)C(=O)NCc2ccccc2)c2ccccc21
36. COC(=O)C(NC(=O)Nc1ccccc1)C12CC3CC(CC(C3)C1)C2 (stereo not drawn)
37. Cc1cc(C)c(CN2CCC(N3CCC(C(=O)NCC4CCCO4)CC3)CC2)cc1C (stereo not drawn)
38. O=C(/C=C(\NCc1ccccc1)C(F)F)c1ccccc1O
39. Cc1cccn2c(=O)c3cc(C(=O)NCc4ccco4)c(=N)n(CCOCCO)c3nc12
40. CN(C(=O)COC(=O)c1cccs1)C1CCS(=O)(=O)C1 (stereo not drawn)
compound no. | 33 | 34 | 35 | 36 | 37 | 38 | 39 | 40
MITF inh | 7.0 | -6.6 | -13.2 | 13.5 | 1.0 | 1.9 | 22.1 | -9.6
GPR151 activ | -1.3 | 0.2 | -0.7 | -1.6 | 0.2 | 2.3 | 2.7 | 2.2
FBW7 activator | 0.0 | -0.1 | -0.2 | 0.2 | 0.0 | -0.1 | 0.0 | 0.0
TEAD-YAP inh | -0.1 | 1.8 | 5.1 | 6.6 | 4.4 | 2.6 | 10.6 | 1.9

41. O=C(Nc1ccc(Oc2ccccc2)cc1)C1C2C=CC3(O2)C1C(=O)N(Cc1ccc(Cl)cc1)C3C(=O)NC1CCCCC1 (stereo not drawn)
42. CCCCCCN=Cc1c(O)[nH]c(=S)[nH]c1=O
43. O=C(CS(=O)(=O)c1ccccc1)Nc1nnc(CCc2ccccc2)s1
44. CCCOc1ccc(NC(=O)C2CC(=O)N(C)C(=Nc3ccc(OC)cc3)S2)cc1 (stereo not drawn)
45. O=C(COC(=O)CN1C(=O)CCC1=O)Nc1nc(-c2ccccc2)cs1
46. Cn1cnnc1SCC(=O)c1ccc(F)cc1
47. CCCCCN1C2=C(C(=O)CC(C)(C)C2)C(c2ccccc2C)C2=C1CC(C)(C)CC2=O
48. COc1ccc(C2=N/C(=C\c3ccc(F)cc3)C(=O)O2)cc1[N+](=O)[O-]
compound no. | 41 | 42 | 43 | 44 | 45 | 46 | 47 | 48
MITF inh | -10.2 | 10.4 | 4.7 | 13.7 | 10.8 | 9.4 | 8.4 | -0.6
GPR151 activ | 0.4 | 0.6 | -1.0 | 0.9 | -1.8 | -0.7 | -1.3 | -0.1
FBW7 activator | 0.1 | -0.3 | -0.1 | 0.1 | 0.5 | 0.0 | 0.3 | 0.0
TEAD-YAP inh | 2.4 | 19.7 | 5.8 | 6.4 | -15.2 | 1.8 | 16.3 | -2.7

49. O=C1CCCN1CCn1cnc2c(NCc3nc4ccccc4[nH]3)nc(Nc3ccccn3)nc21
50. CN(c1ccc(Br)cc1)S(=O)(=O)c1ccc2c(c1)CCN2C(=O)C1CC1
51. CCCn1c2ccccc2c2nnc(SCc3c(C(=O)OCC)nnn3-c3nonc3N)nc21
52. COc1ccc(NC(=S)NCc2ccccc2)c(OC)c1
53. Oc1ccc(/C=N\N2CCN(c3ccccc3)CC2)c(O)c1
54. O=C(Nc1cccc(Cl)c1Cl)c1cc(S(=O)(=O)N2CCCCC2)ccc1F
55. Cc1nn2c(=O)/c(=C/c3cn(-c4ccccc4)nc3-c3ccc(OCCC(C)C)cc3)sc2nc1=O
56. COc1ccc(S(=O)(=O)NCCc2cn3ccsc3n2)cc1
compound no. | 49 | 50 | 51 | 52 | 53 | 54 | 55 | 56
MITF inh | -11.3 | -10.9 | 18.4 | -1.9 | 24.6 | -3.3 | -5.5 | 4.6
GPR151 activ | 0.0 | 0.7 | -1.3 | 0.3 | -0.9 | -0.5 | 0.6 | 0.0
FBW7 activator | -0.2 | 0.0 | 1.1 | -0.1 | 0.5 | -0.2 | -0.2 | 0.0
TEAD-YAP inh | 4.5 | -12.6 | 16.2 | 7.9 | -14.2 | -15.9 | -4.7 | -5.7

57. O=C(CCCn1c2ccccc2c(=O)c2ccccc21)Nc1ccc(F)cc1F
58. COc1ccccc1C1/C(=C(/O)c2ccc(C)cc2)C(=O)C(=O)N1CCC(=O)O (stereo not drawn)
59. CCOC(=O)COc1cccc2c(=O)n(CC(=O)Nc3cccc4ccccc34)ccc12
60. CCCc1cc(N2CCC(C(=O)NCc3ccc(OC)cc3)CC2)n2ncnc2n1
61. CN1C(=O)c2cccc3c(S(=O)(=O)NCCCCCC(=O)O)ccc1c23
62. O=C(CN(c1ccccc1)S(=O)(=O)c1ccccc1[N+](=O)[O-])NCCc1ccccc1
63. Cc1ccc(-c2nc3ncccc3o2)cc1NC(=O)COc1ccccc1C
64. COC(=O)c1ccc(-n2c(C)cc(C(=O)CSc3nnc(N)s3)c2C)cc1
compound no. | 57 | 58 | 59 | 60 | 61 | 62 | 63 | 64
MITF inh | -5.3 | 1.4 | -7.1 | 12.7 | -11.7 | 6.7 | -1.6 | 12.4
GPR151 activ | -0.4 | -1.2 | 0.1 | 0.3 | 0.5 | 0.2 | 1.1 | 1.9
FBW7 activator | 0.3 | -0.2 | -0.1 | 0.0 | 0.2 | -0.1 | 0.2 | -0.1
TEAD-YAP inh | -2.7 | 2.7 | 8.2 | 11.2 | -1.0 | 6.4 | -9.9 | 1.5

65. COc1cc(NC(=O)C(=O)NNC(=O)C2CCCCC2)c(OC)cc1Cl
66. O=C(NC(=S)NCc1ccco1)c1cccc([N+](=O)[O-])c1
67. CCN1CCN(S(=O)(=O)c2ccc3c(c2)CCN3C(=O)C2CCC2)CC1
68. O=C(NCc1ccc(F)cc1)C(=O)NCC1OCCCN1S(=O)(=O)c1ccccc1 (stereo not drawn)
69. COC(=O)c1ccc(COC(=O)COc2cc(C)cc(C)c2)cc1
70. COc1ccccc1OCC(=O)NN1Cc2ccccc2C1=N
71. COC(=O)c1ccccc1NC(=O)N1CCCC(N(C)CCc2ccccc2)C1 (stereo not drawn)
72. Cc1ccc(S(=O)(=O)NCC(=O)N/N=C/c2ccco2)cc1
compound no. | 65 | 66 | 67 | 68 | 69 | 70 | 71 | 72
MITF inh | -0.3 | 5.5 | -5.7 | 5.6 | 0.6 | 6.8 | 8.4 | 5.1
GPR151 activ | -1.4 | -0.9 | -0.4 | 0.7 | 0.3 | -0.2 | -1.1 | 1.9
FBW7 activator | 0.4 | -0.2 | 0.0 | 0.3 | 0.4 | -0.1 | -0.1 | 0.3
TEAD-YAP inh | 2.0 | 3.5 | 1.8 | 5.2 | -18.3 | -9.7 | 5.6 | -0.7

73. CCN(CC)c1nc2c(c(=O)[nH]c(=O)n2C)n1Cc1ccccc1
74. COc1ccc(NC(=O)CCCCCn2c(=S)[nH]c3ccsc3c2=O)cc1
75. O=C(O)CCC(=O)Nc1ccc([N+](=O)[O-])cc1O
76. COc1ccc(NC(=O)c2c(O)c3cccc4c3n(c2=O)CC4)cc1
77. O=C(Cn1cncn1)N1CCOc2ccc(CN3CCCC3)cc2C1
78. Cc1ccc(CNS(=O)(=O)c2ccc3c(c2)CC(=O)N3)cc1
compound no. | 73 | 74 | 75 | 76 | 77 | 78
MITF inh | -2.6 | 18.9 | 5.9 | 2.5 | -2.8 | -9.0
GPR151 activ | -0.7 | -1.0 | 0.1 | 0.9 | 1.0 | 0.3
FBW7 activator | -0.1 | 0.1 | 0.3 | 0.0 | 0.2 | -0.2
TEAD-YAP inh | -9.3 | -5.0 | -2.1 | -2.3 | 2.6 | -8.3

# Compounds shown so far that contain a nitro group on carbon:
15. O=C(Nc1ccc(Br)cn1)c1ccc(N2CCCCC2)c([N+](=O)[O-])c1
26. CCOc1ccccc1NC(=O)c1cc([N+](=O)[O-])ccc1N1CCN(Cc2ccccc2)CC1
32. O=C(CCSc1c(Cl)cccc1[N+](=O)[O-])N1CCOCC1
33. COc1cc(C(=O)n2ccc([N+](=O)[O-])n2)cc(OC)c1OC
48. COc1ccc(C2=N/C(=C\c3ccc(F)cc3)C(=O)O2)cc1[N+](=O)[O-]
62. O=C(CN(c1ccccc1)S(=O)(=O)c1ccccc1[N+](=O)[O-])NCCc1ccccc1
66. O=C(NC(=S)NCc1ccco1)c1cccc([N+](=O)[O-])c1
75. O=C(O)CCC(=O)Nc1ccc([N+](=O)[O-])cc1O
compound no. | 15 | 26 | 32 | 33 | 48 | 62 | 66 | 75
MITF inh | -3.9 | 18.4 | 10.3 | 7.0 | -0.6 | 6.7 | 5.5 | 5.9
GPR151 activ | 6.5* | -0.4 | 0.1 | -1.3 | -0.1 | 0.2 | -0.9 | 0.1
FBW7 activator | -0.1 | 0.0 | 0.1 | 0.0 | 0.0 | -0.1 | -0.2 | 0.3
TEAD-YAP inh | -59.1 | -16.8 | -1.8 | -0.1 | -2.7 | 6.4 | 3.5 | -2.1

# No enrichment for hits; about 3.4% have a hit in one of these screens.
